T cruzi growth – T. cruzi intracellular proliferation inhibitors, primary screen, cell-based, beta-gal Tulahuen parasites, NIH3T3 host, luminescence. T. cruzi beta-gal in NIH3T3, GalScreen luminescence, 90 h. inhibition, % at 8.34 µM. hit rate 5.9% among 77,000. AID 624255, 2012;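 active means mean inhibition above about 93%, with at least 55% of replicates each passing it, limit read from the data, passing the limit was not always enough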
C diff growth – C. difficile growth inhibitors, primary screen, HTS | Clostridium difficile clinical isolate growth, OD600, 24 h; active compounds read low | growth activity, negative = inhibition, % at 16 µg/mL (by protocol) | hit rate 0.25% among 86,000 | AID 1259249, 2017;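 active means mean growth activity at or below -80% and every replicate also at or below -80%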;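 further: 0% = DMSO wells and -100% = levofloxacin 16 µg/mL wells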
Pf Dd2 inh – P. falciparum Dd2 growth inhibitors, primary screen, SYBR Green fluorescence, single dose replicates | activity change, % at 10 µM | 72 h; active compounds read low | AID 1159554, 2015 | hit rate 2.3% among 94,000; in the data active means activity change below about -80%
KDM4C inh – inhibitors of GASC-1 (KDM4C) histone demethylase, primary screen, biochemical, single concentration HTS; Lysine-specific demethylase 4C (Homo sapiens), Q9H3R0; GST-KDM4C 2-372, H3K9me3 peptide, LANCE TR-FRET; inhibition, % at 12.5 µM; hit rate 0.15% among 96,000; AID 720574, 2013;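 active means mean replicate inhibition above about 25%, with at least 55% of replicates also reaching it, limit read from the data, passing the limit was not always enough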
Target sequence (Q9H3R0 2-372 limits assumed): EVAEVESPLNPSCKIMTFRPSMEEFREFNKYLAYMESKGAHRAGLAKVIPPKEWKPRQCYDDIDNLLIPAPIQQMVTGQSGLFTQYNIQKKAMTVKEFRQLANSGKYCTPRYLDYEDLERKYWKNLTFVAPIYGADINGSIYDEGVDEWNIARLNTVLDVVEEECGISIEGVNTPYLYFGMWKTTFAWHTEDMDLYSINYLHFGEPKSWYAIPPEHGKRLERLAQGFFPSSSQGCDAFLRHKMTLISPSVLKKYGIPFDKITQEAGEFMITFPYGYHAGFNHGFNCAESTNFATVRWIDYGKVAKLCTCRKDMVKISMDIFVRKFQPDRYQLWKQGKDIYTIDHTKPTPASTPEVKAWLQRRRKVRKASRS
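Compound: one test concentration per compound; Material: GST-GASC-1 enzyme fragment 2-372; Amount: GASC-1 enzyme at 10 nM final in reaction; Also added: H3K9me3 peptide substrate, Fe(II), 2-oxoglutarate; Technique: LANCE TR-FRET; Times: 30 min demethylation and 1 h detection at room temperature.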
Active calls of the source: *; . = no result given; & = joins results of further samples.

1) COc1cccc(S(=O)(=O)N[C@@H]2CC[C@@H](CCn3cc(-c4ccc(F)cc4)nn3)O[C@@H]2CO)c1
2) C[C@H](CO)N1C[C@H](C)[C@@H](CN(C)C(=O)CCC(F)(F)F)OCCCC[C@H](C)Oc2ccc(NC(=O)Cc3ccccc3)cc2C1=O
3) O=C(CN1CCOCC1)N1CC2(C1)[C@H](c1ccccc1)[C@@H](CO)N2Cc1ccc(F)cc1
4) C[C@H]1CN([C@@H](C)CO)C(=O)CCCn2cc(nn2)CO[C@H]1CN(C)C
5) Cc1ccc(S(=O)(=O)N[C@H]2C=C[C@@H](CC(=O)NCCc3ccncc3)O[C@H]2CO)cc1
6) CCCC#Cc1cnc2c(c1)C(=O)N([C@@H](C)CO)C[C@H](C)[C@@H](CN(C)C(=O)Nc1cccc(F)c1)O2
7) CCC(=O)N1CCC2(CC1)CN(Cc1nccs1)[C@H](CO)c1c2c2ccc(OC)cc2n1C
8) C[C@@H]1CCCCO[C@H](CN(C)Cc2ccc(C(=O)O)cc2)[C@@H](C)CN([C@H](C)CO)C(=O)c2cc(NC(=O)Nc3ccc(F)cc3)ccc2O1
entry no.	1	2	3	4	5	6	7	8
T cruzi growth	-25	82	.	43	47	.	.	5
C diff growth	-2	-3	5	1	-1	1	1	1
Pf Dd2 inh	-28	.	-47	17	23	-22	-32	37
KDM4C inh	-1.8	3.3	-1.4	0.3	-0.6	-2.9	1.8	-1.1

9) C[C@H](CO)N1C[C@H](C)[C@@H](CN(C)Cc2ccc(Oc3ccccc3)cc2)Oc2ccc(NC(=O)Cc3cn(C)c4ccccc34)cc2CC1=O
10) CC(C)NC(=O)NCC[C@@H]1CC[C@H](NC(=O)c2ccc(F)cc2)[C@@H](CO)O1
11) C[C@H](CO)N1C[C@H](C)[C@H](CN(C)Cc2ccc(Cl)c(Cl)c2)Oc2ccc(NC(=O)C3CC3)cc2C1=O
12) O=C(NCc1ccccc1)[C@H]1[C@H](CO)[C@H]2Cn3c(cccc3=O)[C@H]2N1C(=O)C1CC1
13) CCCN1[C@@H]2c3ccc(-c4cccc(OC)c4)c(=O)n3C[C@H]1[C@H](CO)[C@H]2C(=O)NCC
14) C/C=C/c1cnc2c(c1)C(=O)N([C@H](C)CO)C[C@@H](C)[C@@H](CN(C)S(=O)(=O)c1ccc(OC)cc1)O2
15) C[C@@H]1CN([C@H](C)CO)C(=O)c2cccc(NS(=O)(=O)c3ccc(Cl)cc3)c2O[C@H]1CN(C)C(=O)Nc1ccccc1
16) C[C@H]1CCCCO[C@H](CN(C)C(=O)CCCN(C)C)[C@@H](C)CN([C@@H](C)CO)C(=O)c2cc(NC(=O)Nc3ccc4c(c3)OCO4)ccc2O1
entry no.	9	10	11	12	13	14	15	16
T cruzi growth	24	-13	36	0	-6	29	53	21
C diff growth	63	.	-1	-1	1	-1	9	3
Pf Dd2 inh	-70	10	28	-6	.	3	21	28
KDM4C inh	-0.5	0.3	0.2	-0.6	-1.0	-2.6	-4.4	4.9

In the list so far, 4 contain an aryl methoxy group.
1) COc1cccc(S(=O)(=O)N[C@@H]2CC[C@@H](CCn3cc(-c4ccc(F)cc4)nn3)O[C@@H]2CO)c1
7) CCC(=O)N1CCC2(CC1)CN(Cc1nccs1)[C@H](CO)c1c2c2ccc(OC)cc2n1C
13) CCCN1[C@@H]2c3ccc(-c4cccc(OC)c4)c(=O)n3C[C@H]1[C@H](CO)[C@H]2C(=O)NCC
14) C/C=C/c1cnc2c(c1)C(=O)N([C@H](C)CO)C[C@@H](C)[C@@H](CN(C)S(=O)(=O)c1ccc(OC)cc1)O2
entry no.	1	7	13	14
T cruzi growth	-25	.	-6	29
C diff growth	-2	1	1	-1
Pf Dd2 inh	-28	-32	.	3
KDM4C inh	-1.8	1.8	-1.0	-2.6

Remaining list, next part:
17) C[C@H]1CN([C@@H](C)CO)C(=O)c2cc(-c3ccc(C#N)cc3)cnc2O[C@@H]1CN(C)C(=O)Nc1ccc(F)cc1
18) C[C@@H]1CN([C@H](C)CO)C(=O)c2cc(-c3ccccc3F)cnc2O[C@H]1CN(C)C(=O)NC1CCCC1
19) C[C@@H]1CN([C@@H](C)CO)C(=O)c2cc(NS(C)(=O)=O)ccc2O[C@@H](C)CCCCO[C@@H]1CN(C)C(=O)C1CCCCC1
20) CC(C)NC(=O)N(C)C[C@@H]1Oc2c(NC(=O)NC3CCCCC3)cccc2C(=O)N([C@@H](C)CO)C[C@@H]1C
21) CCCNC(=O)N1CC2(C1)[C@H](c1ccccc1)[C@@H](CO)N2Cc1ccc(F)cc1
22) CN(C)C(=O)[C@H]1[C@H](CO)[C@H]2Cn3c(ccc(C4=CCCC4)c3=O)[C@@H]1N2CC1CCOCC1
23) C[C@@H]1CN([C@H](C)CO)S(=O)(=O)c2ccc(C#CC(C)(C)O)cc2O[C@@H]1CN(C)Cc1ccncc1
24) CN(C)C(=O)c1cccc(-c2ccc3c(c2)[C@@H]2[C@@H](CCN2C(=O)C2CCCCC2)[C@H](CO)N3)c1
entry no.	17	18	19	20	21	22	23	24
T cruzi growth	-21	1	0	-2	.	-59	29	32
C diff growth	1	-21	-2	0	8	-2	-8	11
Pf Dd2 inh	-15	-11	.	-8	-70	.	25	-7
KDM4C inh	-2.1	1.8	1.4	-2.5	-0.4	1.0	1.3	-4.9

25) C[C@H](CO)N1C[C@H](C)[C@H](CN(C)Cc2ccc(C(=O)O)cc2)Oc2ccc(NS(=O)(=O)c3ccc(Cl)cc3)cc2C1=O
26) COCC#Cc1ccc([C@@H]2[C@@H](CO)N3CCCCN(C(=O)NC4CCCC4)C[C@@H]23)cc1
27) C[C@H](CO)N1C[C@H](C)[C@@H](CN(C)C(=O)Nc2ccc3c(c2)OCO3)Oc2ccc(NC(=O)Nc3ccccc3)cc2C1=O
28) COC(=O)C[C@H]1CC[C@@H]2[C@H](COc3ccc(NC(=O)c4ccc(F)cc4)cc3C(=O)N2C)O1
29) CC(C)NC(=O)N(C)C[C@@H]1Oc2ncc(C#Cc3ccccc3F)cc2C(=O)N([C@H](C)CO)C[C@H]1C
30) CCC(=O)N(C)C[C@H]1Oc2cc(C#CCOC)ccc2S(=O)(=O)N([C@@H](C)CO)C[C@@H]1C
31) CN1C(=O)c2cc(NC(=O)c3cccc(F)c3)ccc2OC[C@@H]2O[C@H](CC(=O)NCc3ccccc3Cl)CC[C@@H]21
32) CC=Cc1ccc2n(c1=O)C[C@H]1[C@H](CO)[C@@H](C(=O)NCc3ccccc3)N(CCC(F)(F)F)[C@@H]21 (mixture of isomers)
entry no.	25	26	27	28	29	30	31	32
T cruzi growth	80	73	34	10	88	83	88	86
C diff growth	.	22	7	-3	-13	-2	5	2
Pf Dd2 inh	-2	-24	15	-16	-42	-25	-30	4
KDM4C inh	0.3	-0.5	1.4	0.0	-2.8	20	-1.6	1.1

33) C[C@@H]1CN([C@H](C)CO)C(=O)c2cc(C#Cc3ccccc3F)cnc2O[C@H]1CN(C)C(=O)C1CCC1
34) C[C@@H]1CN([C@H](C)CO)C(=O)Cc2cc(NC(=O)Cn3cnnn3)ccc2O[C@@H]1CN(C)Cc1ccc(C(F)(F)F)cc1
35) COc1ccc(S(=O)(=O)N(C)C[C@H]2OCCCC[C@@H](C)Oc3ccc(NS(=O)(=O)c4c(C)noc4C)cc3C(=O)N([C@H](C)CO)C[C@H]2C)cc1
36) CCC(=O)N1CCC2(CC1)CN(C(=O)Nc1ccc(F)cc1)[C@@H](CO)c1c2c2ccc(OC)cc2n1C
37) CC(C)NC(=O)Nc1ccc2c(c1)C(=O)N([C@H](C)CO)C[C@H](C)[C@H](CN(C)S(=O)(=O)c1ccc(Cl)cc1)OCCCC[C@@H](C)O2
38) COc1ccc2c3c(n(C)c2c1)[C@@H](CO)N(C(=O)NC1CCCC1)CC31CCN(C(C)=O)CC1
39) Cc1ccc(S(=O)(=O)Nc2ccc3c(c2)CC(=O)N([C@@H](C)CO)C[C@@H](C)[C@@H](CN(C)CC2CC2)O3)cc1
40) COc1ccc2c3c([nH]c2c1)[C@H](CO)N(C(=O)C1CCC1)CC31CCN(C(=O)c2ccncc2)CC1
entry no.	33	34	35	36	37	38	39	40
T cruzi growth	95	11	80	.	44	.	11	.
C diff growth	0	6	-4	-1	9	-8	-3	0
Pf Dd2 inh	-59	24	-65	-80	-68	-2	-17	-25
KDM4C inh	3.0	-1.7	-0.9	0.7	-0.5	0.1	0.8	-0.8

41) O=C(Nc1cccc(F)c1)N1CCCCN2[C@H](CO)[C@@H](c3ccc(C#CC4CC4)cc3)[C@@H]2C1
42) Cc1noc(C)c1S(=O)(=O)N(C)C[C@@H]1Oc2ccc(NC(=O)C3CC3)cc2CC(=O)N([C@H](C)CO)C[C@@H]1C
43) C[C@@H]1CN([C@H](C)CO)C(=O)c2cc(NC(=O)c3ccncc3)ccc2O[C@@H]1CN(C)C(=O)NC1CCCCC1
44) C[C@@H]1CCCCO[C@H](CN(C)C(=O)C2CCCCC2)[C@@H](C)CN([C@@H](C)CO)C(=O)c2cc(NC(=O)Cc3ccccc3)ccc2O1
45) CCNC(=O)[C@@H]1[C@@H](CO)[C@@H]2Cn3c(ccc(C4=CCCC4)c3=O)[C@H]1N2Cc1ccncc1
46) O=C(Cc1ccncc1)NCC[C@@H]1CC[C@@H](NC(=O)C2CCOCC2)[C@H](CO)O1
47) CCNC(=O)[C@H]1[C@H](CO)[C@H]2Cn3c(ccc(-c4ccc(F)cc4)c3=O)[C@@H]1N2C(=O)C1CC1
48) COc1ccccc1CNC(=O)C[C@@H]1C[C@H]2c3cc(NC(=O)NC4CCCC4)ccc3O[C@H]2[C@@H](CO)O1
entry no.	41	42	43	44	45	46	47	48
T cruzi growth	110*	11	.	42	49	-68	17	69
C diff growth	61	-12	-5	4	6	7	-3	-11
Pf Dd2 inh	-10	36	8	-85*	18	-1	-8	-8
KDM4C inh	-3.2	-1.0	-1.5	-1.5	1.6	-0.6	-0.2	-0.6

49) CC=Cc1ccc2n(c1=O)C[C@@H]1[C@@H](CO)[C@H](C(=O)NCC)N(C(=O)CC3CC3)[C@H]21 (mixture of isomers)
50) CCC(=O)N1C[C@H](C)[C@H](OC)CN(C)C(=O)c2cc(NC(=O)Nc3cccc(F)c3)ccc2OC[C@H]1C
51) CNC[C@H]1OCCCC[C@@H](C)Oc2ccc(NS(=O)(=O)c3ccc(F)cc3)cc2C(=O)N([C@H](C)CO)C[C@H]1C
52) O=C(Cc1ccncc1)NCC[C@H]1CC[C@@H](NC(=O)Nc2ccc(Cl)cc2)[C@H](CO)O1
53) CO[C@@H](CN(C)S(=O)(=O)c1ccccc1)[C@@H](C)CN(C(=O)Nc1ccccc1F)[C@H](C)CO
54) Cc1cccc(-c2ccc([C@@H]3[C@H](CO)N4C(=O)CN(C(=O)c5ccccc5)C[C@@H]34)cc2)c1
55) CCC(=O)Nc1ccc2c(c1)C(=O)N(C)C[C@H](OC)[C@@H](C)CN(C(C)=O)[C@@H](C)CO2
56) C[C@H](CO)N1C[C@H](C)[C@@H](CN(C)C(=O)Cc2ccccn2)Oc2ncc(C#CC3CC3)cc2C1=O
entry no.	49	50	51	52	53	54	55	56
T cruzi growth	-31	17	-3	37	-16	.	-10	104*
C diff growth	-8	.	-5	0	.	-8	1	.
Pf Dd2 inh	.	7	-36	-26	4	12	.	2
KDM4C inh	1.4	0.1	1.2	0.4	1.6	-2.2	-0.2	0.8

57) C[C@H](CO)N1C[C@H](C)[C@@H](CN(C)C(=O)Nc2ccc(C(F)(F)F)cc2)Oc2ccc(NS(=O)(=O)c3ccccc3)cc2CC1=O
58) C[C@@H]1CN([C@H](C)CO)C(=O)c2c(c3ccccc3n2C)-c2ccccc2CO[C@H]1CN(C)C(=O)c1cc(Cl)cc(Cl)c1
59) C[C@@H]1CN([C@H](C)CO)C(=O)c2cc(NS(=O)(=O)c3cn(C)cn3)ccc2O[C@@H](C)CCCCO[C@@H]1CN(C)S(C)(=O)=O
60) Cc1noc(C)c1S(=O)(=O)Nc1ccc2c(c1)C(=O)N([C@@H](C)CO)C[C@H](C)[C@@H](CN(C)C(=O)c1ccncc1)OCCCC[C@H](C)O2
61) CO[C@H](CN(C)Cc1cc(F)ccc1F)[C@H](C)CN(C(=O)Nc1ccc(C(F)(F)F)cc1)[C@H](C)CO
62) C[C@H](CO)N1C[C@H](C)[C@H](CN(C)Cc2ccc(F)cc2)Oc2ncccc2C1=O
63) O=C(C[C@H]1CC[C@H]2[C@@H](COC[C@@H](O)CN2C(=O)c2ccncc2)O1)NC1CCC1
entry no.	57	58	59	60	61	62	63
T cruzi growth	29	.	9	10	24	0	14
C diff growth	12	78	-3	15	.	11	9&4
Pf Dd2 inh	-22	-31	68	3	-22	18	0
KDM4C inh	-1.6	.	1.5	1.0	-1.1	0.1	0.3
